EPAC2 ag: qHTS for Agonist of cAMP-regulated guanine nucleotide exchange factor 4 (EPAC2): primary screen; Rap guanine nucleotide exchange factor 4 (Homo sapiens), Q8WZA2; EPAC2 activation, biochemical qHTS; response scale: 100% = 6.5 mM cAMP response; Potency, µM (top dose mostly 154 µM), for the others: at the top dose activation, usual class: activators; 360,000 compounds, 0.079% hits; AID 720711, 2013; also: potency is read from the fitted curve at half-maximal effect; nearly all actives have a fitted effect of over 50% in size
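Fluorescence exchange assay: 100 nM EPAC2 with 250 nM RAP1B-BODIPY-GDP and 50 uM GDP; compounds tested as a concentration-titration series (qHTS). Loss of Rap1-bound BODIPY-GDP fluorescence read at 480/540 nm; data normalized to 6.5 mM cAMP.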
WRN inhibitor: qHTS for Inhibitors of WRN Helicase; 360,000 compounds, 0.46% hits; Potency, µM (top dose mostly 114 µM), for the others: at the highest dose activity change, negative = inhibition, actives largely listed as inhibitors; Bifunctional 3'-5' exonuclease/ATP-dependent helicase WRN (Homo sapiens), Q14191; WRN helicase unwinding, fluorescent forked duplex, kinetic; also: potency is read from the fitted curve at half-maximal effect; % is scaled to controls: 0 for no effect and ±100 for the full control effect; nearly all actives have a fitted effect of over 55% in size
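Kinetic red-fluorescence monitoring (525/598 nm) tracks WRN helicase activity after 100 nM fluorophore-quencher forked duplex and 2 mM ATP are added to 20 nM enzyme pretreated 15 min at room temperature with compound.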
EPAC1 agonist: qHTS for Agonist of cAMP-regulated guanine nucleotide exchange factor 3 (EPAC1): primary screen. 360,000 compounds, 0.073% hits. Rap guanine nucleotide exchange factor 3 (Homo sapiens), O95398. Potency, µM (series often up to 154 µM), for inactives: top-dose activation, usual class: activators. EPAC1 agonist qHTS, biochemical assay; response scale: 100% = response to 6.5 mM cAMP; also: potency is read from the fitted curve at half-maximal effect; nearly all actives have a fitted effect of over 60% in size
Target sequence (O95398 whole entry, looked up): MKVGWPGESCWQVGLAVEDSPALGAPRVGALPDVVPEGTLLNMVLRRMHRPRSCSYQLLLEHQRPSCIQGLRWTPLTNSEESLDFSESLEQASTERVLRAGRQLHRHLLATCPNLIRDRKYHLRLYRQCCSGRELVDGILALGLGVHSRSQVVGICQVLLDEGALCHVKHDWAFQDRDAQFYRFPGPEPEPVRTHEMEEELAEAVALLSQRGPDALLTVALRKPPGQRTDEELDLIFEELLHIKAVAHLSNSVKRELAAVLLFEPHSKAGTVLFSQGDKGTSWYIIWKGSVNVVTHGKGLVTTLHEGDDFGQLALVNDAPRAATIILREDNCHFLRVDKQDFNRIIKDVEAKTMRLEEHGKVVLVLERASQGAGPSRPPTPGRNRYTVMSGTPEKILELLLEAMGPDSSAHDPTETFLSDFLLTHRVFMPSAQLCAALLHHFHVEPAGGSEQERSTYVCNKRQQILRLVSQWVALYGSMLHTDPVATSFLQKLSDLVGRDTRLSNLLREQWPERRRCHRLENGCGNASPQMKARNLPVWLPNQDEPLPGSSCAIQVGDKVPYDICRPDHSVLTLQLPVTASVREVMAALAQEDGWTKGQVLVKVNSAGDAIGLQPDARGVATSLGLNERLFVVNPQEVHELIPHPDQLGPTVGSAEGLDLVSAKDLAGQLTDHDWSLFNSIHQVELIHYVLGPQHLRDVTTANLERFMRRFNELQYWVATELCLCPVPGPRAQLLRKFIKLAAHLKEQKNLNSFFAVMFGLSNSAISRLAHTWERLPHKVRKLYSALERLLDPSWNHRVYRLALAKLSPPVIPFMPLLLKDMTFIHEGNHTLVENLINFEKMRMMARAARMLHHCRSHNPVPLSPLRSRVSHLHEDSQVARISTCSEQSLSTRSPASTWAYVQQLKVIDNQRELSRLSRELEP
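Read-out is the fluorescence drop as BODIPY-GDP leaves Rap1B (480 nm excitation, 540 nm emission), recorded every 5 minutes over 30 minutes. Reactions held 100 nM EPAC1, 250 nM Rap1B–BODIPY-GDP and 50 uM GDP, with 6.5 mM cAMP setting full activation.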
PLK1 PBD block: qHTS for Inhibitors of PLK1-PDB (polo-like kinase 1 - polo-box domain): Primary Screen | Serine/threonine-protein kinase PLK1 (Homo sapiens), P53350 | Plk1 PBD binding of FITC phosphopeptide, fluorescence polarization | Potency, µM, for the others: max response, negative = inhibition, hits mostly inhibitors | 360,000 compounds, 2.8% hits; also: potency is read from the fitted curve at half-maximal effect; series mostly up to about 57 µM; % is scaled to controls: 0 for no effect and ±100 for the full control effect; nearly all actives have a fitted effect of over 65% in size
PI5P4K alpha inh: qHTS for Inhibitors of phosphatidylinositol 5-phosphate 4-kinase (PI5P4K). PI5P4Kalpha enzyme, ADP-Glo luminescence, 60 min; hits give low values. max response, %. 330,000 compounds, 1.2% hits. AID 652105, 2013; active = max response of -50% or lower; inconclusive = between -30% and -50%; inactive = -30% or higher; also: value at the top dose of about 77 µM; % is scaled to controls: 0 for no effect and ±100 for the full control effect
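Reactions run in 0.038 M HEPES pH 7.4, 0.28 mM EGTA, 0.1% CHAPS and 5% DMSO, with PI5P4Kalpha, substrate, compound and 5 microM ATP final, one hour at room temperature. Readout is ADP-Glo luminescence.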
IL2 activator: qHTS of IL-2 Activators. IL-2 activation reporter assay, cell-based qHTS; stimulated with anti-CD3/CD4/CD28 beads; in transgenic mouse T cells. activation, % (series mostly up to about 46 µM). 360,000 compounds, 0.065% hits; in the data active = activation above about 50%; inconclusive = mostly about 30% to 49%; also: 0% is about no effect
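Unstimulated transgenic mouse T cells preincubated 60 min with compound, then stimulated with anti-CD3/anti-CD4-coated beads plus anti-CD28 for 18 h at 37 degrees C. IL-2 response read as EGFP and DsRed fluorescence by plate cytometry.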
CCT modulator: High-Throughput Screening for Modulators of Cytosolic Chaperonin Activity. purified chaperonin ATPase assay, HTRF ADP detection, 30 min. activity change, % (no concentration beside the values), hits read low. 360,000 compounds, 0.3% hits; in the data active = activity change below about -30%; also: % is scaled to controls: 0 for no effect and ±100 for the full control effect
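Nucleotide hydrolysis assay: TRiC at 20–40 nM final (set by batch activity) with 10 uM ATP, 30 min at 37 °C, in presence of 76 uM compound. Detection by competitive ADP HTRF, 30 min ambient.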
EPAC1 antag: qHTS for Antagonist of cAMP-regulated guanine nucleotide exchange factor 3 (EPAC1): primary screen | Rap guanine nucleotide exchange factor 3 (Homo sapiens), O95398 | EPAC1 GEF assay, Rap1b-BODIPY-GDP exchange fluorescence | Potency, µM (top dose mostly 115 µM), without a hit: at the top dose activity change, negative = inhibition, usual class: inhibitors | 360,000 compounds, 0.14% hits;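 also: potency is read from the fitted curve at half-maximal effect; plate controls were vehicle for no effect and positive control for full effect; nearly all actives have a fitted effect of over 50% in size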
* = called active by the depositor; ? = inconclusive; · = no result given; [ ] = remark or other dose. Unless noted, calls follow the shape of the dose curve; as a rule, active = well fitted curve in the direction sought with a large enough effect; inconclusive = small, poorly fitted or top-dose-only effect, or another doubt; inactive = no such curve, though single readings can be large; an effect the other way counts as inactive or inconclusive. The list is partial; rates above refer to the full screens.

[1] O=[N+]([O-])c1cccc(/C=N/n2cnnc2)c1
[2] CCOC(=O)C1=NNC(C(=O)c2ccccc2)C1c1ccc(OC)cc1 (centres undefined)
[3] CCc1ccc(CN2CCC(n3nccc3NC(=O)c3ccccc3C)CC2)cc1
[4] Cc1cnccc1CN(C)Cc1cn(C)nc1-c1ccc(Oc2ccccc2)cc1
[5] COc1ccccc1C(c1nnnn1C(C)(C)C)N1CCCc2ccccc21 (centres undefined)
[6] CC(=O)N(CCCN(C)C)c1nc2ccc(C)cc2s1
[7] CCCCNC(=O)[C@]1(C)CCC[C@@]2(C)C3CC[C@@]4(C)C[C@]3(CCC21)CC4=O (some centres undefined)
[8] CCNc1ccc(C(=O)OCC(=O)NC(C)c2ccccc2)cc1[N+](=O)[O-] (centres undefined)

entry no.	1	2	3	4	5	6	7	8
EPAC2 ag	0%	12%	1%	5%	14%	4%	13%	4%
WRN inhibitor	0%	-6%	-10%	-12%	-8%	2%	7%	8%
EPAC1 agonist	-6%	6%	-12%	8%	0%	2%	7%	-2%
PLK1 PBD block	-1%	-3%	-10%	-5%	-1%	-8%	-10%	-6%
PI5P4K alpha inh	8	-12	-1	4	2	-2	-1	-6
IL2 activator	-2.5	-0.6	-2.3	-0.6	-3.1	0.1	-0.4	-0.4
CCT modulator	2.5	-2.0	1.4	2.3	-0.6	-2.6	-2.7	0.6
EPAC1 antag	-6%	-2%	?	-11%	-12%	-6%	-4%	-7%

[9] O=C(N/N=C/C=C/c1ccccc1)c1cc2c(ccc3ccccc32)o1
[10] O=P(c1ccccc1)(c1ccccc1)C(O)c1cccs1 (centres undefined)
[11] Oc1c(Br)cc(Br)cc1C=Nc1ccc2[nH]ncc2c1
[12] CCOC(=O)c1ccc(Nc2cc(C)nc(N3CCOCC3)n2)cc1
[13] Cc1cc(=O)n2nc(N3CCCC3C(=O)Nc3cccc(Cl)c3C)sc2n1 (centres undefined)
[14] O=C(CSc1nnc(CNc2ccc(F)cc2)o1)N1CCN(C(=O)c2ccco2)CC1
[15] Cc1ccc(C(=O)Nc2cc([N+](=O)[O-])ccc2F)s1
[16] CC(C)(C)c1ccc(OC(=O)c2ccc3nsnc3c2)cc1

entry no.	9	10	11	12	13	14	15	16
EPAC2 ag	7%	3%	9%	-5%	1%	10%	-4%	6%
WRN inhibitor	-3%	6%	-35%	-5%[57.1 µM]	2%	-2%	-15%[57.1 µM]	-6%
EPAC1 agonist	-2%	-10%	15%	1%	-6%	-3%	-7%	-1%
PLK1 PBD block	-21%	4%	-23%	-5%	1%	-1%	4%	0%
PI5P4K alpha inh	2	-7	-51*	-2	-11	·	-21	·
IL2 activator	0.0	-3.2	-0.3	-0.5	-0.8	-1.5	0.2	-1.8
CCT modulator	-5.6	1.5	-0.9	0.0	2.3	-2.3	-3.4	0.1
EPAC1 antag	-14%	10%	0%	-7%	15%	-1%	25%	-6%

[17] C=CCn1c(CCCNC(=O)C(C)(C)C)nc2ccccc21
[18] CCOc1ccc(NS(=O)(=O)c2cc(NC(=O)CCS(=O)(=O)c3ccc(C)cc3)ccc2OC)cc1
[19] COC(=O)c1ccc2nc(-c3ccc(F)cc3)c(Cc3ccc(C)cc3)n2c1
[20] Cc1ccc(NC(=S)N(Cc2cccc(Br)c2)CC2CCC(C(=O)O)CC2)cc1 (centres undefined)
[21] COc1ccc(N(C)C(=O)Cc2c(C(=O)O)[nH]c3ccccc23)cc1
[22] CCc1ccc(NC(=O)c2cnc3n(c2=O)CCS3)cc1
[23] CC(Sc1nc(N)cc(N)n1)C(=O)NCCC1=CCCCC1 (centres undefined)
[24] Cn1c(N)c(S(=O)(=O)N2CCN(C(=O)c3ccco3)CC2)c(=O)n(C)c1=O

entry no.	17	18	19	20	21	22	23	24
EPAC2 ag	4%	-5%	15%	2%	2%	0%	2%	8%
WRN inhibitor	9%	-19%	-6%	-8%	-7%	-2%	10%	6%
EPAC1 agonist	9%	10%	8%	-6%	3%	-12%	4%	5%
PLK1 PBD block	-2%	2%	1%	?	-2%	-9%	-6%	-13%
PI5P4K alpha inh	-9	15	1	-1	7	-2	-2	0
IL2 activator	0.0	0.5	1.4	-2.5	0.1	-2.6	0.5	-2.5
CCT modulator	0.8	0.0	-0.9	-1.8	-1.0	0.6	-0.9	-1.6
EPAC1 antag	-3%	-26%	4%	-13%	?	-3%	4%	-5%

[25] COc1ccc(OC(=O)c2cccnc2)cc1
[26] CCCCNC(=O)c1nc(C2CCN(S(=O)(=O)c3ccc(S(C)(=O)=O)cc3)CC2)oc1-c1ccccc1
[27] C[C@@H](C(=O)NCC1CCCO1)N1C(=O)N2CCc3c([nH]c4ccccc34)[C@@]2(C)C1=O (some centres undefined)
[28] O=C(Nc1ccc2c(c1)OCCO2)C1CCCN(S(=O)(=O)c2cnc[nH]2)C1 (centres undefined)
[29] CCOCCCn1c(SCC(=O)Nc2ccc(C(N)=O)cc2)nc2ccccc2c1=O
[30] CC1=Nc2ccccc2N=C(NC(=O)CSC(=S)N2CCN(C)CC2)C1c1ccccc1 (centres undefined)
[31] COc1ccc(C(=O)OC(COc2ccccc2)Cn2ccnc2)cc1 (centres undefined)
[32] Nc1ncnc2c1ncn2[C@@H]1O[C@H](C(=O)Nc2ccc(Oc3ccccc3)nc2)[C@@H](O)[C@H]1O

entry no.	25	26	27	28	29	30	31	32
EPAC2 ag	-5%	-8%	3%	-1%	4%	-7%	6%	2%
WRN inhibitor	0%	-4%	4%	2%	1%	5%	0%	-34%
EPAC1 agonist	14%	-16%	-19%	-27%	-12%	3%	-2%	10%
PLK1 PBD block	-1%	-24%	-3%	-4%	-1%	1%	-5%	-17%
PI5P4K alpha inh	1	-4	0	3	-1	-4	9	4
IL2 activator	0.0	-0.7	-0.5	-1.3	-3.9	-0.3	-2.2	-0.7
CCT modulator	-1.6	·	-0.2	-4.0	0.9	-0.9	-14	-0.9
EPAC1 antag	9%	-12%	2%	12%	6%	1%	-18%	13%

(list continues)
#	SMILES	EPAC2 ag	WRN inhibitor	EPAC1 agonist	PLK1 PBD block	PI5P4K alpha inh	IL2 activator	CCT modulator	EPAC1 antag
33	COCCNc1cc(C)nc2cc(-c3ccc(C)cc3)nn12	-4%	2%	-5%	2%	-4	1.0	1.5	9%
34	CCCCNC(=O)C(C)N(CCN(C)C)C(=O)CCCN1C(=O)NC(c2ccc([N+](=O)[O-])cc2)C(C(=O)OCc2ccccc2)=C1C (centres undefined)	10%	-1%	-5%	-4%	1	0.1	-0.7	11%
35	C/C(=C\c1ccccc1)CN1CCC(C(=O)N2CCCC(C)C2)CC1 (centres undefined)	6%	12%	-5%	-15%	-2	-0.2	0.8	4%
36	Cc1ccc(COCCN2CCN(S(=O)(=O)c3ccccc3)CCC2=O)cc1	0%	10%	-7%	3%	0	-0.2	0.0	-11%
37	NC(=O)c1cc(NC(=O)CCc2nc3ccccc3s2)cc(C(N)=O)c1	5%	1%	-4%	2%	8	-5.1	0.7	-3%
38	COc1ccc(-c2cc(C(=O)Nc3c(C)n(C)n(-c4ccccc4)c3=O)no2)cc1OC	7%	-16%	-16%	-6%	-2	1.1	0.2	-11%
39	Cc1ccc(CNC(=O)C2CCC(=O)N2Cc2ccccc2Cl)cc1 (centres undefined)	-6%	6%	-10%	2%	-3	-0.9	-4.7	-12%
40	Nc1cc(=O)[nH]c(SCc2csc(-c3ccccc3)n2)n1	-7%	-6%	3%	-5%	-8	0.0	0.0	-7%
41	CC1CCN(C(C)C(=O)Nc2ccccc2-c2ccccc2)CC1 (centres undefined)	12%	2%	1%	-4%	0	-4.0	-1.8	-14%
42	C(=N\NC1=NCCN1)/c1ccncc1	1%	1%	0%	-5%	5	0.1	-2.8	-11%
43	COc1cc2oc(=O)cc(-c3ccc(-c4ccc(N(C)C)cc4)cc3)c2c(OC)c1OC	9%	-6%	-14%	0%	-8	?	1.4	22%
44	O=C(Nc1c2c(nn1-c1ccccc1)CS(=O)(=O)C2)c1ccccc1C(F)(F)F	1%	-7%	-4%	-4%	21	-1.9	1.0	-7%
45	Cc1ccc(C(=O)C2=C(O)C(=O)N(Cc3cccnc3)C2c2ccc(Cl)cc2)o1 (centres undefined)	2%	0%	6%	-2%	6	-0.2	-0.9	-13%
46	CC(C)(C)C(c1nc2ccccc2[nH]1)n1c(-c2ccsc2)nc2ccccc21 (centres undefined)	-6%	-13%	-5%	-10%	0	-1.2	·	-19%
47	O=C(NC12CC3CC(CC(C3)C1)C2)N(Cc1ccccc1)Cc1ccncc1	11%	13%	1%	1%	-3	-2.7	0.7	-7%
48	COc1ccc(N2CCN(S(=O)(=O)c3ccc4c(c3)OCCO4)CC2)cc1	14%	-24%	-5%	-3%	4	-0.6	3.9	-17%
49	Cc1cccc(N(CC(=O)NC2CCCC2)C(=O)CCC(=O)Nc2cc(C)on2)c1	3%	6%	-6%	-6%	-6	-2.5	0.6	0%
